GRK2 aptamer HTS = inhibitors of human GRK2 displacing RNA aptamer; bead flow cytometry, FAM-aptamer displacement from GRK2; AID 488847; P25098; inhibition of aptamer binding, % at 10 µM; 330,000 tested, 0.59% active;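 active = inhibition of aptamer binding above 40%, roughly 3 SD of noise, on plates passing a quality check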;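 also: median bead fluorescence of bound FAM aptamer so fluorescent compounds give negative values; no value below 0 was filed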
CTSL1 counter = cathepsin L1 inhibition, PFM18AAP counter-screen. inhibition, % at 5.96 µM. AID 1906. recombinant F. hepatica cathepsin L1, Z-Leu-Arg-MCA fluorescence. 300,000 tested, 0.49% active;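 active = inhibition above the mean of all tested compounds plus 3 SD, set per screening campaign, cut at about 17% in these data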;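 also: 0% = plate median of test compound wells and 100% = 1 µM Z-Phe-Ala-diazomethylketone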
procasp3 activ = procaspase-3 (human) activation; 330,000 tested, 0.11% active; activation, % at 8.5 µM; AID 463141; recombinant procaspase-3 D3A, Ac-DEVD-pNA absorbance 405 nm;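 active = activation above the mean of all tested compounds plus 3 SD, cut at about 21% in these data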;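 also: 0% = DMSO alone and 100% = DMSO wells spiked with extra 5 µM PC-3 D3A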
Target sequence (P42574 whole entry D9A/D28A/D175A): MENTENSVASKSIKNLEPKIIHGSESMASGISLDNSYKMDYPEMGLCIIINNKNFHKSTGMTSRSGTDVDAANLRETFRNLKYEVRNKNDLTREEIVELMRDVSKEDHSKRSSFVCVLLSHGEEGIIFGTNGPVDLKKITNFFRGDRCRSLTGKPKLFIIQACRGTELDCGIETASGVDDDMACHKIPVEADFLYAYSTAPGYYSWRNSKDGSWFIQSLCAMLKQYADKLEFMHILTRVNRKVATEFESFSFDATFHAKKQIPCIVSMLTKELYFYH
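Evaluation: percent activation relative to control range; Material: Procaspase-3 D3A mutant, all three cleavage aspartates alanine; Compound: single dose, 8.5 µM nominal compound, 0.8% DMSO; Replication: one well per compound; Signal: absorbance at 405 nm, 0 and 120 min; Schedule: 1 h preincubation plus 2 h reaction at 25 °C.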
GASC-1 inh = human JMJD2C demethylase inhibition; Q9H3R0; AID 2099; 330,000 tested, 0.069% active; inhibition, % at 2.35 µM; GST-JMJD2C(1-420) H3K9me3 demethylation, DELFIA europium;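 active = more than half of a compound's replicate wells show inhibition beyond 50%, single wells judged on their own value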;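 also: signal counts dimethyl H3K9 product captured on neutravidin plate; 0% = median of DMSO wells and 100% = 0.3 times that DMSO median; strong numbers were not always called active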
PP5 primary = blocks human protein phosphatase 5 activity. 320,000 tested, 0.18% active. inhibition, % at 6.7 µM. AID 1987. purified PP5c, OMFP substrate fluorescence;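 active = inhibition above the campaign's mean inhibition across all tested compounds plus 3 SD, cut at about 9.5% in these data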;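 also: 0% = DMSO only and 100% = 100 µM cantharidin control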
Target sequence (P53041 whole entry, looked up): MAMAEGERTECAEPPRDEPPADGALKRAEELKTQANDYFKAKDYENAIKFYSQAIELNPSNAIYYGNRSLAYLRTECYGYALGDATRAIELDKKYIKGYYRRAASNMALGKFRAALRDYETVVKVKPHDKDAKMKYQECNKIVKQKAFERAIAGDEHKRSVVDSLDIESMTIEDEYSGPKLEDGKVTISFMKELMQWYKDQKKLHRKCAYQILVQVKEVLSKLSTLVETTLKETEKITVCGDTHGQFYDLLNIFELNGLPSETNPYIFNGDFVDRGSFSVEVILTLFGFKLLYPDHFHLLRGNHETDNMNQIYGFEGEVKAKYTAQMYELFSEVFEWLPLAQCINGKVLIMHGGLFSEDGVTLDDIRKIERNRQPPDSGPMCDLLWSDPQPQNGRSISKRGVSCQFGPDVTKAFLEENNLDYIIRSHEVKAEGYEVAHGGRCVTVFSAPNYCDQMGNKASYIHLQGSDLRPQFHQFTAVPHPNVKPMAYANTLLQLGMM
proCasp7 act = counter-screen: procaspase-7 (human) activation | recombinant procaspase-7, Ac-DEVD-pNA absorbance 405 nm; D23A/D198A/D206A triple mutant, cannot self-cleave; scale: DMSO 0, 5 µM enzyme 100 | activation, % at 8.5 µM | 330,000 tested, 0.093% active | AID 463210;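 active = percent activation above the screen-wide mean plus 3 SD, cut at about 25% in these data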
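Material: Procaspase-7 triple mutant (PC-7 D3A) | Quantity: 2 µM procaspase-7 mutant as dispensed | Reagent: DEVD-pNA substrate | Times: 1 h preincubation, 2 h reaction | Technique: 405 nm absorbance of p-nitroaniline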
PP1 counter = blocks human PP1-alpha phosphatase, a PP5 counter-screen | purified PP1alpha, OMFP fluorescence | inhibition, % at 6.7 µM | 320,000 tested, 0.9% active;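 active = inhibition above the mean inhibition of all tested compounds plus 3 SD, computed separately for each screening campaign, cut at about 15% in these data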
Target sequence (P62136 whole entry, looked up): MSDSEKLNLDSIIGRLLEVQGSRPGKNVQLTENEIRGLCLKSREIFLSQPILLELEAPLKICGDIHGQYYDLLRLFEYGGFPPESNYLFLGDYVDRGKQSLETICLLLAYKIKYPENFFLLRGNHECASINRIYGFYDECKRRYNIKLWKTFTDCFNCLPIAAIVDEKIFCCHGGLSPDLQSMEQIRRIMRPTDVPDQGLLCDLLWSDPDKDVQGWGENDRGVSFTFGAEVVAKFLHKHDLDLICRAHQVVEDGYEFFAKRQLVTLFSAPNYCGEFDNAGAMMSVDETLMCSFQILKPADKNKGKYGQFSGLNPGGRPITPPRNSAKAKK
HCV core dimer = blocks dimerization of HCV core protein; TR-FRET GST/Flag-core106 dimerization, 1536-well; inhibition, % at 5 µM; 300,000 tested, 0.33% active; AID 1899;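 active = inhibition above the mean of all tested compounds plus 3 SD, set per screening campaign, cut at about 45% in these data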
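Material: GST/Flag-tagged HCV core106 proteins. Incubation: 4 h, 22.5 °C incubation. Read-out basis: inhibition (%) from 671 over 617 nm ratio. Measured by: TR-FRET, excitation 340 nm, emission 617 and 671 nm.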
VLA-4 inh = inhibition in a human VLA-4 binding assay. P13612. VLA-4 expressing cells, ligand binding flow cytometry. inhibition, % (about 7 µM as worked out from the volumes in the protocol). 330,000 tested, 0.2% active; in the data active = inhibition above about 50%
* = called active by the depositor.

Screening Cc1c(C#N)c(SCC(N)=O)nc2c1CCCC2 returned GRK2 aptamer HTS 0, CTSL1 counter -1, procasp3 activ -3, GASC-1 inh -1, PP5 primary -1.8, proCasp7 act -5, PP1 counter 2, HCV core dimer 2 and VLA-4 inh 5.
For CC1=C(C(=O)OCc2ccccc2)C(c2ccc(C(C)(C)C)cc2)NC(=O)N1CCCCCC(=O)O (configuration not stated) the results were CTSL1 counter 5, procasp3 activ 1, GASC-1 inh -2, PP5 primary 0.1, proCasp7 act -2, PP1 counter 7 and HCV core dimer 13.
`CCN(CC)c1ccc(/C=N/N(c2ccccc2)c2ccccc2)c(O)c1` gave GRK2 aptamer HTS 0, CTSL1 counter -5, procasp3 activ -4, GASC-1 inh 21, PP5 primary 3.5, proCasp7 act -7, PP1 counter 13, HCV core dimer -6 and VLA-4 inh -57.
For Cc1cccc(OCC(=O)Nc2cc(C)on2)c1 the results were GRK2 aptamer HTS 0, CTSL1 counter -3, procasp3 activ 4, GASC-1 inh -4, PP5 primary -1.0, proCasp7 act 1, PP1 counter -3, HCV core dimer -4 and VLA-4 inh 12.
CC(CCOC1=NS(=O)(=O)c2ccccc21)NC(=O)C(=O)Nc1ccccc1 (configuration not stated) was read as GRK2 aptamer HTS 1, CTSL1 counter -2, procasp3 activ -8, GASC-1 inh 3, PP5 primary 2.4, proCasp7 act 1, PP1 counter -4, HCV core dimer -1 and VLA-4 inh 8.
Screening CCCc1ccc(-c2cc(C(=O)N3CCN(c4ccccn4)CC3)c3ccccc3n2)cc1 returned GRK2 aptamer HTS 0, CTSL1 counter 3, procasp3 activ 4, GASC-1 inh -1, PP5 primary 1.8, proCasp7 act 11, PP1 counter 4, HCV core dimer 19 and VLA-4 inh 10.
`Cc1cccc(NC(=O)CCNS(=O)(=O)c2cccc3nonc23)c1C` gave GRK2 aptamer HTS 2, CTSL1 counter -1, procasp3 activ -2, GASC-1 inh 9, PP5 primary 1.0, proCasp7 act 5, PP1 counter 3, HCV core dimer -3 and VLA-4 inh 3.
`N#CC1(NC(=O)COc2ccccc2[N+](=O)[O-])CCCCC1` gave GRK2 aptamer HTS 0, CTSL1 counter -1, procasp3 activ 0, GASC-1 inh 5, PP5 primary -0.4, proCasp7 act -2, PP1 counter -3, HCV core dimer 2 and VLA-4 inh -8.
For Cn1c(=O)[nH]c(=O)c2c1nc(SCCO)n2CCCc1ccccc1 the results were GRK2 aptamer HTS 0, CTSL1 counter -1, procasp3 activ 6, GASC-1 inh -2, PP5 primary -0.5, proCasp7 act -4, PP1 counter -1, HCV core dimer 3 and VLA-4 inh -17.
CN1c2ccccc2N(C)C1(C)c1cccc2ccccc12 was read as GRK2 aptamer HTS 4, CTSL1 counter 1, procasp3 activ 4, GASC-1 inh 4, PP5 primary 1.5, proCasp7 act -5, PP1 counter 3, HCV core dimer 14 and VLA-4 inh -44.
Cc1ccccc1N1CC(C(=O)Nc2ccc(S(=O)(=O)NCC3CCCO3)cc2)CC1=O (configuration not stated) was read as GRK2 aptamer HTS 1, CTSL1 counter -2, procasp3 activ 3, GASC-1 inh -2, PP5 primary 3.0, proCasp7 act 2, PP1 counter -1, HCV core dimer -3 and VLA-4 inh 24.
Cc1cc(Br)cc(Cl)c1OCC(=O)NC(=O)NCc1ccccc1 was read as GRK2 aptamer HTS 0, CTSL1 counter 0, procasp3 activ -6, GASC-1 inh 1, PP5 primary -0.6, proCasp7 act -7, PP1 counter 1, HCV core dimer 11 and VLA-4 inh 20.
For CC1(C(=O)NC2CCCCCCC2)CCC(=O)N1Cc1cccnc1 (configuration not stated) the results were GRK2 aptamer HTS 0, CTSL1 counter -2, procasp3 activ 5, GASC-1 inh 3, PP5 primary 2.1, proCasp7 act 9, PP1 counter -3, HCV core dimer 1 and VLA-4 inh 1.
`O=C(Cc1ccc2c(c1)OCCO2)N1CCN(S(=O)(=O)c2ccccc2C(F)(F)F)CC1` gave GRK2 aptamer HTS 0, CTSL1 counter 1, procasp3 activ -4, GASC-1 inh 7, PP5 primary 2.1, proCasp7 act 1, PP1 counter 0, HCV core dimer -10 and VLA-4 inh 10.
For Cc1cc(N(CC(=O)O)S(C)(=O)=O)ccc1Br the results were GRK2 aptamer HTS 0, CTSL1 counter 1, procasp3 activ 4, GASC-1 inh -4, PP5 primary 0.0, proCasp7 act 8, PP1 counter -2, HCV core dimer -1 and VLA-4 inh 12.

Not a retest: entries from further up.
For CC1(C(=O)NC2CCCCCCC2)CCC(=O)N1Cc1cccnc1 (configuration not stated) the results were GRK2 aptamer HTS 0, CTSL1 counter -2, procasp3 activ 5, GASC-1 inh 3, PP5 primary 2.1, proCasp7 act 9, PP1 counter -3, HCV core dimer 1 and VLA-4 inh 1.
`O=C(Cc1ccc2c(c1)OCCO2)N1CCN(S(=O)(=O)c2ccccc2C(F)(F)F)CC1` gave GRK2 aptamer HTS 0, CTSL1 counter 1, procasp3 activ -4, GASC-1 inh 7, PP5 primary 2.1, proCasp7 act 1, PP1 counter 0, HCV core dimer -10 and VLA-4 inh 10.
For Cc1cc(N(CC(=O)O)S(C)(=O)=O)ccc1Br the results were GRK2 aptamer HTS 0, CTSL1 counter 1, procasp3 activ 4, GASC-1 inh -4, PP5 primary 0.0, proCasp7 act 8, PP1 counter -2, HCV core dimer -1 and VLA-4 inh 12.

Additional compounds:
`CC(C)(C)c1cc(-c2ccccc2)no1` gave GRK2 aptamer HTS 1, CTSL1 counter 4, procasp3 activ -9, GASC-1 inh 18, PP5 primary -0.8, proCasp7 act 6, PP1 counter -3, HCV core dimer -8 and VLA-4 inh 6.
`COc1cc(/C=C/C(=O)NCCn2c(C)cc3ccccc32)cc(OC)c1OC` gave GRK2 aptamer HTS 3, CTSL1 counter 2, procasp3 activ 1, GASC-1 inh -9, PP5 primary 4.8, proCasp7 act -2, PP1 counter -4, HCV core dimer -2 and VLA-4 inh -4.
`Cc1ccc(NS(=O)(=O)c2cccs2)c(C)c1` gave GRK2 aptamer HTS 0, CTSL1 counter -2, procasp3 activ 7, GASC-1 inh -6, PP5 primary 3.2, proCasp7 act 5, PP1 counter -4, HCV core dimer 4 and VLA-4 inh 6.
For Cc1cc(C)cc(NC(=O)CSc2nc(=O)n(CCN3CCOCC3)c3c2CCCC3)c1 the results were GRK2 aptamer HTS 3, CTSL1 counter 0, procasp3 activ 9, GASC-1 inh -6, PP5 primary -1.4, proCasp7 act 7, PP1 counter -1, HCV core dimer -1 and VLA-4 inh 10.
Screening CSc1ccc(CCNC(=O)c2cc(C)nn2-c2ccccc2)cc1 returned GRK2 aptamer HTS 0, CTSL1 counter 6, procasp3 activ -5, GASC-1 inh -3, PP5 primary -1.1, proCasp7 act 1, PP1 counter 10, HCV core dimer -2 and VLA-4 inh -14.
`CCOC(=O)c1c(C)n(C)c2ccc(O)c(CN(CC)CC)c12` gave GRK2 aptamer HTS 22, CTSL1 counter 2, procasp3 activ -9, GASC-1 inh -9, PP5 primary 0.1, proCasp7 act -1, PP1 counter -4, HCV core dimer 1 and VLA-4 inh 5.
Screening O=C(NCc1ccc2c(c1)OCO2)C1CCCN(S(=O)(=O)c2cccs2)C1 (configuration not stated) returned GRK2 aptamer HTS 4, CTSL1 counter 2, procasp3 activ -11, GASC-1 inh 12, PP5 primary 0.7, proCasp7 act 7, PP1 counter 2, HCV core dimer -4 and VLA-4 inh 26.
Cc1ccc(S(=O)(=O)N2CCC(C(=O)N[C@H](C(=O)N3CCN(C)CC3)C(C)C)CC2)cc1 was read as GRK2 aptamer HTS 0, CTSL1 counter 11, procasp3 activ 2, GASC-1 inh -9, PP5 primary -1.3, proCasp7 act 1, PP1 counter -1, HCV core dimer -2 and VLA-4 inh 4.
For CCOC(=O)c1sc(NC(=O)Cc2ccc(C)cc2)nc1C the results were GRK2 aptamer HTS 0, CTSL1 counter 4, procasp3 activ 6, GASC-1 inh 1, PP5 primary 3.2, proCasp7 act 3, PP1 counter -3, HCV core dimer 2 and VLA-4 inh -3.
For CC(C)c1cccc(-c2ccc3c(c2)S(=O)(=O)c2cccc(C(=O)NCc4ccco4)c2C3=O)c1 the results were GRK2 aptamer HTS 4, procasp3 activ -2, GASC-1 inh 0, proCasp7 act -10 and VLA-4 inh 3.
Screening CC(=O)c1cccc(NC(=O)CCn2c(=S)oc3ccccc32)c1 returned GRK2 aptamer HTS 0, CTSL1 counter 6, procasp3 activ 0, GASC-1 inh 1, PP5 primary 0.8, proCasp7 act 4, PP1 counter -1, HCV core dimer 0 and VLA-4 inh 18.
Screening O=C(Nc1nc2ccsc2c(=O)s1)c1ccc(F)cc1 returned CTSL1 counter 3, procasp3 activ 2, GASC-1 inh -11, PP5 primary -3.6, proCasp7 act 8, PP1 counter -4, HCV core dimer -30 and VLA-4 inh -4.
For Cc1cc(-c2ccc(C(C)C)c(S(=O)(=O)NCc3ccco3)c2)on1 the results were GRK2 aptamer HTS 0, CTSL1 counter -1, procasp3 activ -1, GASC-1 inh 5, PP5 primary 2.2, proCasp7 act -1, PP1 counter 0, HCV core dimer 16 and VLA-4 inh -1.
For O=C(CO/N=C/c1ccc(Cl)cc1Cl)NNC(=O)c1cccc(Cl)c1 the results were GRK2 aptamer HTS 0, CTSL1 counter -10, procasp3 activ -6, GASC-1 inh -20, PP5 primary 0.9, proCasp7 act 6, PP1 counter 0, HCV core dimer 1 and VLA-4 inh -5.
CCOC(=O)c1ccccc1NC(=O)c1cc(S(=O)(=O)N2CCOCC2)ccc1F was read as GRK2 aptamer HTS 2, CTSL1 counter 2, procasp3 activ -6, GASC-1 inh 12, PP5 primary 3.7, proCasp7 act 11, PP1 counter 1, HCV core dimer -2 and VLA-4 inh 2.
O=S(=O)(NCCC(c1ccc(F)cc1)c1ccco1)c1ccccc1 (configuration not stated) was read as GRK2 aptamer HTS 0, CTSL1 counter 5, procasp3 activ 0, GASC-1 inh -5, PP5 primary 1.6, proCasp7 act 5, PP1 counter -1, HCV core dimer -5 and VLA-4 inh 0.
Screening CCOC(=O)c1cnc2cc(C)nn2c1C returned GRK2 aptamer HTS 1, CTSL1 counter 4, procasp3 activ 6, GASC-1 inh -10, PP5 primary -0.6, proCasp7 act 1, PP1 counter 1, HCV core dimer -6 and VLA-4 inh 3.
Screening NC(=O)C1CCN(C(=O)c2cccc3ccccc23)CC1 returned GRK2 aptamer HTS 1, CTSL1 counter -5, procasp3 activ 11, GASC-1 inh -17, PP5 primary 4.1, proCasp7 act -2, PP1 counter 1, HCV core dimer -9 and VLA-4 inh 5.
Screening CCC(=O)N1CCN=C1SCc1cc(C)ccc1C returned GRK2 aptamer HTS 2, CTSL1 counter -3, procasp3 activ -5, GASC-1 inh 4, PP5 primary 1.4, proCasp7 act 1, PP1 counter -3, HCV core dimer 0 and VLA-4 inh 7.
For S=c1[nH]nc(COc2cccc3ccccc23)n1Cc1ccccc1 the results were GRK2 aptamer HTS 0, CTSL1 counter 4, procasp3 activ -3, GASC-1 inh -36, PP5 primary -0.5, proCasp7 act -4, PP1 counter 5, HCV core dimer 0 and VLA-4 inh -1.
CN(C)C=NC(=O)c1cc(C(=O)c2ccc(Cl)cc2)c[nH]1 was read as GRK2 aptamer HTS 3, CTSL1 counter 18*, procasp3 activ 4, GASC-1 inh 4, PP5 primary 0.4, proCasp7 act 10, PP1 counter -1, HCV core dimer -5 and VLA-4 inh -4.

No enrichment for hits; overall some 2.6% were active at least once.
